Compound activity as filed in PubChem BioAssay.
ASAP1 inh – ASAP1 ArfGAP inhibition; ASAP1-stimulated ARF1 GTP hydrolysis, GDP FP detection; inhibition, % at 16.5 µM; 0.19% of 360,000 active; AID 624377; in the data active means inhibition above about 25%;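 further: 0% = vehicle with enzyme and substrate and 100% = no enzyme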
DDE Tn6 FP inh – inhibitors of Tn6 peptide binding to human fibrin DD(E); AID 720509; 0.21% of 370,000 active; P02675; Fibrin DD(E) TRITC-Tn6 fluorescence polarization displacement; inhibition, % at 8.3 µM;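 active means inhibition above a per-campaign cutoff: mean of compounds within control limits plus 3 SD, cut at about 15% in these data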;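 further: 0% = median of all compound wells on the plate and 100% = blocking peptide control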
PLC-gamma1 inh – PLC-gamma1 (human) inhibition, primary screen. P19174. purified PLC-gamma1, fluorogenic substrate, fluorescence. inhibition, % at 12.2 µM. 0.84% of 370,000 active. AID 720700; in the data active means inhibition above about 9.5%
PLC-beta3 inh – blocks human PLC-beta3 enzyme activity; Purified PLC-beta3, fluorogenic substrate, fluorescence; inhibition, % at 12.2 µM; 0.18% of 370,000 active; AID 720704; in the data active means inhibition above about 11%;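 further: 0% = median of compound wells on plate and 100% = full blocker control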
TDP2 inh – TDP2 (human) inhibition, absorbance primary screen; O95551; recombinant TDP2, T5PNP hydrolysis, p-nitrophenol absorbance 415 nm; inhibition, % at 12.8 µM; 0.34% of 370,000 active; AID 720702;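 active means inhibition above the mean of all tested compounds plus 3 SD, set per campaign, cut at about 25% in these data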;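 further: 0% = DMSO with enzyme and 100% = buffer with substrate but no TDP2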
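Evaluation: % inhibition relative to enzyme-containing and enzyme-free wells. Material: recombinant human TDP2. Benchmarks: enzyme-free and DMSO wells. Timing: enzyme reaction with compound for 2 h at 37 °C. Compound dosing: 12.8 µM only. Measured by: p-Nitrophenol epi absorbance. Reagent: T5PNP substrate at 5 mM, a TopII-DNA adduct mimic. Replication: single well per compound.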
SIAE primary – human SIAE inhibition, primary screen; Q9HAT2; SIAE FP-Rh probe binding, fluorescence polarization; inhibition, % at 9.66 µM; 0.69% of 370,000 active;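 active means inhibition above a cutoff: mean of compounds within the control limits plus 3 SD of those, cut at about 17% in these data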;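 further: 0% = plate median of compound wells and 100% = probe without SIAE protein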
Target sequence (Q9HAT2 whole entry, looked up): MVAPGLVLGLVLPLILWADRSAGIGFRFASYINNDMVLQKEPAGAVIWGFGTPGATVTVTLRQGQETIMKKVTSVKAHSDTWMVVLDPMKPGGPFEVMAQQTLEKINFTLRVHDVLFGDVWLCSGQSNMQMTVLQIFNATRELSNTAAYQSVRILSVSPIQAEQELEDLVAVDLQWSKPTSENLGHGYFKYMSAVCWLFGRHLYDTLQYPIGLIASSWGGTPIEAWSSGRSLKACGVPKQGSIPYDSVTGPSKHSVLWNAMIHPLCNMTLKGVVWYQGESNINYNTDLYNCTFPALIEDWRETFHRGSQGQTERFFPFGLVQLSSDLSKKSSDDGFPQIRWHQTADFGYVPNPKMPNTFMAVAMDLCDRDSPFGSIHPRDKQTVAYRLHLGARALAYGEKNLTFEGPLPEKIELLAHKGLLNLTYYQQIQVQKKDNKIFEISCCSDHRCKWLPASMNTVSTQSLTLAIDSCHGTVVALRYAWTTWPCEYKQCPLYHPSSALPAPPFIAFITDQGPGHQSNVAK
ARFGAP1 inh – inhibits rat ARF GTPase activating protein 1; Q62848; Arfgap1-stimulated ARF1 GTP hydrolysis, GDP FP detection; inhibition, % at 16.5 µM; 0.26% of 360,000 active;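 active means inhibition above a per-plate limit, mean inhibition of low control wells plus 3 SD, cut at about 25% in these data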;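 further: 0% = DMSO wells with enzyme and 100% = wells lacking Arfgap1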
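Replicates: Single well per compound | Assay system: Truncated rat Arfgap1 GAP domain | Control set: No-Arfgap1 wells (100%) versus DMSO full-reaction wells (0%) | Times: Enzyme reaction 120 min at 25 °C after 20 min preincubation | Reagent: Human ARF1(Δ1-17)-GTP substrate | Measured by: Tracer-displacement fluorescence polarization with EDTA stop, 620/688 nm | Measure: Percent inhibition of Arfgap1-stimulated GTP hydrolysis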
ADAM17 inh – ADAM17 inhibition, QFRET primary screen; recombinant ADAM17, EDANS/DABCYL FRET peptide cleavage; P78536; inhibition, % at 6.95 µM; 0.83% of 370,000 active; AID 720648;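 active means inhibition above the mean of compounds lying between control limits plus 3 SD, set per campaign, cut at about 8.5% in these data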;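 further: 0% = DMSO-only wells as the low control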
ADAM10 inh – inhibits human ADAM10. recombinant ADAM10, EDANS/DABCYL FRET peptide cleavage, 3 h. inhibition, % at 7 µM. 0.62% of 370,000 active. AID 720582;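 active means inhibition above a per-campaign cutoff equal to the mean of compounds falling between control-based bounds plus 3 SD, cut at about 20% in these data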;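 further: 0% = DMSO wells while the 100% control is not disclosed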
Target sequence (O14672 214-748 limits assumed): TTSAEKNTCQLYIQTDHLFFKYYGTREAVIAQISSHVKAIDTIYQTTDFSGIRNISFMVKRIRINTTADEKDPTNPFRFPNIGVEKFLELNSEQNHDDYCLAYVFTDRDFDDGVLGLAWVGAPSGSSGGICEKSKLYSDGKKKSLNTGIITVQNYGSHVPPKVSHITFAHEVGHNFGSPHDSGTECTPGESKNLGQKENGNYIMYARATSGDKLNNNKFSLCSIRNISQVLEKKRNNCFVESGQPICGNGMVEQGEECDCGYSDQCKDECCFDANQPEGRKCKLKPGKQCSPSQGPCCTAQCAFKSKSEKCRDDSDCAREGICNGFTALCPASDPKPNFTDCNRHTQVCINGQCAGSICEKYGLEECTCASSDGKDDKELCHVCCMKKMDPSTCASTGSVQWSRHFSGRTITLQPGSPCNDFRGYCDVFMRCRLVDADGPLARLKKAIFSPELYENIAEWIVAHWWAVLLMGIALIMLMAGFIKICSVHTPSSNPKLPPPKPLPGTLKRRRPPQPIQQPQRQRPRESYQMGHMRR
Tn7 DDE FP – disrupts Tn7 cyclic peptide binding to fibrin D-Dimer-E complex | P02675 | FP displacement of FITC-Tn7 peptide from fibrin DD(E); 0% = median of compound wells per plate | inhibition, % at 8.3 µM | 0.13% of 370,000 active | AID 720508;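 active means inhibition above the mean of compounds falling within the control limits plus 3 SD of them, cut at about 14% in these data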;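 further: 0% = plate median of compound wells and 100% = 10 µM Aha-Tn7 peptide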
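Also added: labelled Tn7 tracer, 0.1 µM; Assay system: human fibrin DD(E) protein; Amount: 2 µM fibrin DD(E); Schedule: 10 min compound pre-incubation, 3 h probe incubation at room temperature; Repeats: one replicate per compound; Read-out basis: percent inhibition; Measured by: fluorescence polarization of the labelled Tn7 tracer.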
* marks the source's active call; other numbers are inactive results; i = inactive; nt = not tested or not shown.

SMILES	ASAP1 inh	DDE Tn6 FP inh	PLC-gamma1 inh	PLC-beta3 inh	TDP2 inh	SIAE primary	ARFGAP1 inh	ADAM17 inh	ADAM10 inh	Tn7 DDE FP
O=C(CCc1ccc(S(=O)(=O)NCc2ccccc2)cc1)N1CCN(Cc2ccc3c(c2)OCO3)CC1	3	5	0	-2	1	-4	-10	0	-8	-2
CCCCN(C(=O)C1=COCCO1)c1c(N)n(Cc2ccccc2)c(=O)[nH]c1=O	-5	-3	-1	-8	-1	5	2	-4	-19	4
CC1CCCC(NC(=O)CSc2ncccn2)C1C (configuration not stated)	-5	-10	1	-4	5	4	0	1	0	-3
C/C(=N\NC(=O)c1ccc(Cn2cc([N+](=O)[O-])cn2)o1)c1cccc(NC(=O)C(C)C)c1	-4	-8	0	-2	3	-4	4	-2	0	0
CN(C)S(=O)(=O)Oc1ccsc1C(=O)Nc1ccc(Cl)cc1	4	-6	2	3	2	-4	1	3	7	-6
CN(Cc1cnccn1)C(=O)CC1C(=O)NCCN1Cc1cccc(F)c1 (configuration not stated)	-14	-3	-13	-24	0	4	6	-14	-17	2
O=C(NN/C(=N/S(=O)(=O)c1ccc(Cl)cc1)c1ccccc1)c1ccc(O)cc1	-10	6	-83	-74	6	9	2	1	5	12
O=P(OC1CCCCC1)(OC1CCCCC1)C(O)c1cccnc1 (configuration not stated)	-11	1	-1	-1	10	2	9	-4	-5	-6
CC(=O)Nc1ccc(NC(=O)C2CC(=O)Nc3ncnn32)cc1 (configuration not stated)	-2	5	0	-8	-6	-3	16	-1	-1	2
CCCNS(=O)(=O)c1ccc(OCC(=O)NCCCOC)cc1	-3	-9	3	7	-10	-4	-1	1	3	-6
CCOC(=O)C1(CCOc2ccccc2)CCN(Cc2cccc3nonc23)CC1	14	-7	5	2	-10	-4	2	-1	-2	3
O=C(O)C1CCN(C(=O)c2ccc(Cl)cc2)CC1	7	-4	0	1	15	-2	-13	-4	-3	7
O=C(Nc1ccc(F)cc1)c1cnccn1	0	-9	5	3	3	2	6	-2	-2	3
Cc1ccc(NC(=O)N/C=C/c2ccccc2)cc1	8	-4	5	7	-6	-1	-1	1	4	-7
O=C(COC(=O)c1ccncc1)Nc1cc(S(=O)(=O)N2CCOCC2)ccc1Cl	-7	9	-1	-12	-8	-3	5	0	0	-3

4 structures out of the list, arranged by length of the SMILES, low to high.
SMILES	ASAP1 inh	DDE Tn6 FP inh	PLC-gamma1 inh	PLC-beta3 inh	TDP2 inh	SIAE primary	ARFGAP1 inh	ADAM17 inh	ADAM10 inh	Tn7 DDE FP
CN(C)S(=O)(=O)Oc1ccsc1C(=O)Nc1ccc(Cl)cc1	4	-6	2	3	2	-4	1	3	7	-6
CCOC(=O)C1(CCOc2ccccc2)CCN(Cc2cccc3nonc23)CC1	14	-7	5	2	-10	-4	2	-1	-2	3
O=C(COC(=O)c1ccncc1)Nc1cc(S(=O)(=O)N2CCOCC2)ccc1Cl	-7	9	-1	-12	-8	-3	5	0	0	-3
CCCCN(C(=O)C1=COCCO1)c1c(N)n(Cc2ccccc2)c(=O)[nH]c1=O	-5	-3	-1	-8	-1	5	2	-4	-19	4

Going on with the list.
SMILES	ASAP1 inh	DDE Tn6 FP inh	PLC-gamma1 inh	PLC-beta3 inh	TDP2 inh	SIAE primary	ARFGAP1 inh	ADAM17 inh	ADAM10 inh	Tn7 DDE FP
O=C(c1ccc(S(=O)(=O)N2CCCC2)cc1)N1CCCC(C(F)(F)F)C1 (configuration not stated)	2	5	1	-3	-10	-3	1	-2	3	-6
O=C(NCc1ccc(C(F)(F)F)cc1)c1ccc(-c2ccc(F)c(F)c2)c2ccoc12	1	1	-1	-4	7	-17	2	1	-1	3
NC(=O)c1ncn([C@@H]2O[C@H](C(=O)N[C@H](Cc3c[nH]c4ccccc34)C(=O)N3CCN(C(=O)N4CCOCC4)CC3)[C@@H](O)[C@H]2O)n1	5	-8	-1	1	-1	52*	-3	-6	-13	-2
Cc1ccccc1C(=O)NNC(=O)C(=O)N1CCCCC1	-5	3	10*	3	6	-2	8	4	-5	-8
Cc1cccc(NC(=O)Cc2ccc(F)cc2)c1	4	-1	3	1	3	-7	7	-1	9	0
CCOc1nc(C)nc(NC(=O)NS(=O)(=O)c2ccccc2Cl)n1	-1	-2	9	-2	-2	-4	0	-4	-7	3
CN(C)c1ccc(/C=N/N2C(=O)c3ccccc3C2=O)cc1	-4	-5	1	-4	-3	3	11	-2	3	-1
CN(N)C(=S)Nc1ccc(Cl)cc1	0	-10	2	-7	-13	4	10	-6	-12	0
Nc1nc(NCCOCCO)nc(NCc2ccccc2)c1[N+](=O)[O-]	-7	-6	6	-3	3	1	-8	4	0	-4
COc1ccc(NC(=O)Cc2ccc(C)cc2)c([N+](=O)[O-])c1	2	-6	8	14*	-18	-12	-11	5	6	5
CCOC(=O)Nc1ccc(C(=O)/C=C/c2ccccc2)cc1	-5	-3	2	-4	22	-4	7	6	10	11
CCO/C=C1/C(=O)N(C(C)=O)c2ccccc21	-6	1	-1	-3	5	3	-4	-2	-5	1
CC1(C)C[C@@H]2C[C@@](C)(CN2C(=O)c2cc(COc3cccc(C(F)(F)F)c3)on2)C1	2	-5	0	-4	-10	6	2	0	-3	2
O=C1C(=O)N(c2ccccc2)c2ccccc21	8	-3	-24	-31	-5	-4	3	-34	-92	-7
O=C(NC(=S)Nc1cccc([N+](=O)[O-])c1)c1ccco1	2	-7	2	1	5	-7	0	1	4	-8
CS(=O)(=O)c1nc(-c2ccc(Br)cc2)cs1	nt	-5	-4	0	6	5	nt	-1	0	3
Cc1ccc(CCNC(=O)C2CCC(=O)N2C2CCCC2)cc1 (configuration not stated)	-6	-9	5	3	13	5	-16	1	3	-2
CCOC(=O)c1cnc2ccc(C)cc2c1Sc1ccccc1C(=O)OC	8	-5	-2	1	-3	-9	-7	-4	2	6
CC1SCC(=O)N(CC(=O)NCc2ccccc2)C1=O (configuration not stated)	15	-1	1	1	7	-4	-4	-5	-3	3
COc1cc(C=O)ccc1OCCOc1ccccc1[N+](=O)[O-]	8	2	2	3	-4	2	4	1	1	-4
CN(CCCNC(=O)Cn1cc2c(n1)CCCC2)C1CCCCC1	10	-8	1	1	-3	-3	6	-3	-5	0
CC(=O)c1ccccc1OC(=O)COc1ccc([N+](=O)[O-])cc1	-6	2	6	-3	-10	4	-1	2	6	3
O=C1OCc2nc3cc4c(cc3c(-c3ccc(F)cc3)c21)OCO4	8	6	-17	-30	-8	-2	-18	-53	-134	0
COCCn1c(SCc2nnc(-c3ccccc3)o2)nc2sc3c(c2c1=O)CCC3	-1	1	1	-1	3	-2	2	3	-2	2
O=C(COC(=O)C1CCN(C(=O)c2ccc(Cl)cc2)CC1)c1ccco1	9	-3	-2	1	2	2	1	-4	-5	-1
COc1ccc(S(=O)(=O)N2CCN(C(=O)c3ccc(COc4ccccc4)o3)CC2)cc1	9	-1	-1	0	2	-3	-2	0	-3	-6
CCc1nccn1C(=O)c1cnn2c(C(F)F)cc(-c3ccc(C)cc3)nc12	9	-5	-194	-239	-10	-6	1	-32	-114	-5
Cc1ccc(C(=O)NC(NCc2ccccc2)C(Cl)(Cl)Cl)cc1 (configuration not stated)	17	8	1	2	10	13	9	2	-3	1
CCC(C)NC(=O)c1cc2c(=O)n3ccccc3nc2s1 (configuration not stated)	6	1	i	i	-7	-3	3	i	i	-6
Cc1ccc(S(=O)(=O)N2CCN(C(=O)CSc3ncn[nH]3)CC2)c(C)c1	-14	-1	4	-2	6	10	2	0	1	-5
N#Cc1cc2c([nH]c1=S)CCCC2	10	6	-3	-6	-6	5	6	-2	-7	1
CC(C)C1Cc2[nH]c(=O)c(C(=O)O)cc2CO1 (configuration not stated)	2	3	-1	1	29*	-2	0	-6	-13	3
CC1(C(=O)N2CCCCC2)CCN1C(=O)C1(c2ccccc2)CC1 (configuration not stated)	11	-4	-2	2	-8	5	6	-2	-9	-2
CC(=O)Nc1ccc(C=NNC(=O)C2CC2)cc1	-8	-5	-1	2	3	-2	3	-2	-10	3
COc1ccc(CCNC(=O)CSc2cn(Cc3ccccc3)c3ccccc23)cc1OC	9	-12	2	1	-1	-5	4	-1	-1	0
Cc1nc(Cc2ccc(OC(C)C)cc2)[nH]c(=O)c1CC(=O)O	-12	2	1	0	7	-14	2	-6	2	9
Cc1ccsc1C(=O)NNC(=O)c1cccc(S(=O)(=O)N2CCCC2)c1	-7	-5	-3	-7	-9	7	-6	1	-5	4
CN(C)/C=C/C(=O)c1cccc(C(F)(F)F)c1	-4	8	-3	-15	-12	-1	10	-5	-4	-1
CC(=O)Nc1ccc(S(=O)(=O)Nc2ccccc2N2CCOCC2)cc1Cl	1	-3	-2	-7	-4	5	4	-7	-25	2
O=C(CCc1nnc(C2(c3ccc(Cl)cc3)CCC2)o1)N1CCCC1	10	2	4	-6	7	2	-5	-4	4	-2
Cc1cc(C)nc(/N=C(\NC(=O)C(C)(C)C)Nc2ccccc2)n1	-3	-7	-2	-8	4	4	1	0	-4	0
Cc1[nH]n(-c2ccccc2)c(=O)c1CCOC(=O)c1cccc(C(F)(F)F)c1	10	-4	11*	6	-10	2	-2	6	9	-11
COc1ccc(-c2cc3nc(CCl)[nH]c(=O)c3s2)cc1	3	-6	-106	-173	4	-1	-10	i	i	-5
O=C(O)/C=C/C(=O)NNC(=O)c1cc(-c2ccccc2)n[nH]1	-11	-1	2	0	2	2	2	2	-1	-6
COc1ccc(C(=O)O)cc1S(=O)(=O)NCc1ccccn1	1	-2	5	-1	-2	0	9	3	4	-9
CCOC(=O)N1CCN(C(=O)c2cc(S(=O)(=O)N3CCCC3)cn2C)CC1	-6	-1	6	6	-9	0	2	2	3	-1
CCC(CO)(CO)N(CC(=O)Nc1ccc(OC)cc1)CC(=O)Nc1ccc(OC)cc1	3	-7	1	-4	7	4	-2	2	9	2
COc1ccc(Oc2c(Cl)cnn(-c3ccc(Cl)c(Cl)c3)c2=O)cc1	0	-1	-2	-2	6	4	1	-3	-2	7
Cc1cn([C@H]2C[C@H](O)[C@@H](CNCc3ccc(CN(C)S(C)(=O)=O)o3)O2)c(=O)[nH]c1=O	3	12	1	5	-3	0	6	0	-3	-9
c1cn(CCCNC2CCCCCCC2)cn1	5	0	5	1	15	1	13	-2	5	6
COc1ccc(NC(=S)N(CCCN2CCCC2)Cc2cccs2)cc1	-14	-2	-1	0	13	7	11	-6	-7	4
CC(C)(C)c1csc(NNC(=O)c2ccc(Br)cc2)n1	7	-10	-1	-10	-11	-7	8	8.7*	20	-4
CCc1ccc(OCc2nc(-c3ccccn3)no2)c(Br)c1	5	-1	2	-1	0	-4	-3	-1	5	7
